Screens deposited in PubChem BioAssay by National Center for Advancing Translational Sciences (NCATS).
GAA glycogen mod – qHTS Assay for Inhibitors and Activators of Human alpha-Glucosidase Cleavage of Glycogen; actives 0.38% (n = 300,000); recombinant GAA, glycogen substrate, Amplex Red glucose oxidase fluorescence; AID 2100, 2009; Lysosomal alpha-glucosidase (Homo sapiens), P10253; Potency, µM (series often up to 76.4 µM), for the others: at the highest dose activity change, negative = inhibition, hits mostly inhibitors; active = well fitted inhibition curve with a large enough effect; inconclusive = small, poorly fitted or top-dose-only effect, or another doubt; inactive = no such curve, though single readings can be large or run the other way;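 note: 0% = full enzyme reaction and -100% = no-enzyme basal signal; the screen sought inhibitors and activators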
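Recombinant enzyme (4 nM final) with compounds titrated up to 77 uM and bovine liver glycogen (30 ug) in citrate pH 5.0, 0.01% Tween-20, 37 C 40 min. Released glucose detected by Amplex Red/glucose oxidase (Ex 573/Em 610); AC50 from Hill fits.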
* marks the source's active call; other numbers are inactive results; u = inconclusive; [ ] = remark or other dose. Potency is the fitted concentration of half-maximal effect.

SMILES | GAA glycogen mod
O=C(c1ccco1)N1CCCC(c2nc3c(nnn3Cc3ccccc3)c(=O)[nH]2)C1 (centres undefined) | 2.8%
CC1=C(C(=O)O)N2C(=O)C(NC(=O)c3ccccc3Cl)C2SC1 (centres undefined) | 7.4%
COc1ccccc1OC(C)C(=O)N1CC(=O)Nc2ccccc21 (centres undefined) | -0.9%[76.3 µM]
O=C(CN1CCN(CC(=O)Nc2ccccc2Cl)CC1)Nc1ccc(F)c(F)c1 | -0.1%
COc1ccc2cc3cc(C(=O)N4CCCCCC4)oc3nc2c1 | -9.6%[76.3 µM]
COc1ccc(CNC(=O)CCC(=O)N2CC(C)Oc3ccccc32)cc1 (centres undefined) | 24.8%[76.3 µM]
COc1ccc(NC(=O)N2CCC(C(=O)c3ccc4c(c3)OCCO4)CC2)cc1 | -0.4%[76.3 µM]
COCCn1c(=S)[nH]c2cc(C(=O)NCCc3ccccc3)ccc2c1=O | -4.0%[76.3 µM]
COc1cccc(-c2cccc(NC(=O)C3CCN(Cc4cccc(C)n4)CC3)c2)c1 | -3.3%[76.3 µM]
CCC1CCC(C(=O)NC(C(=O)NCCN2CCOCC2)C(C)C)CC1 (centres undefined) | -1.7%
COC(=O)CCc1ccc(O)cc1 | 12.7%[76.3 µM]
COc1cccc(N/C(N)=N/c2nc(C)cc(=O)[nH]2)c1 | 7.1%[76.3 µM]
COc1ccccc1CNC(=O)c1ccc(NC2=NC3CS(=O)(=O)CC3S2)cc1 (centres undefined) | 1.5%[76.3 µM]
O=C(CNCc1ccc(Cl)cc1)Nc1ccc(C(=O)N2CCCCCC2)cc1 | 10.6%[76.3 µM]
O=C(Nc1ccccc1)OCCCCCOC(=O)Nc1ccccc1 | -0.4%[76.3 µM]
Cn1c(CCN2CCN(c3ccccn3)CC2)nc2cc(NC(=O)COc3ccccc3)ccc21 | 0.7%[76.3 µM]
CC(=O)N1CC(=O)N(c2ccccc2)C1=O | 13.3%[76.3 µM]
Cc1cc2c(cc1S(=O)(=O)N1CCN(c3ccc(Cl)cc3)CC1)OCCN2C | 16.7%[76.3 µM]
CCOc1cc(/C=N/Nc2nnc(C)n2N)ccc1O | 11.1µM*
Cc1cc(NS(=O)(=O)c2ccc(NC(=O)c3c(F)c(F)c(F)c(F)c3F)cc2)nc(C)n1 | -1.3%[76.3 µM]
COc1cc(CNCc2cccc(OC)c2OC)cc(OC)c1 | -9.8%[76.3 µM]
O=C(Nc1ccc(NC(=O)N2CCN(c3ccccc3O)CC2)cc1)N1CCN(c2ccccc2O)CC1 | 8.0%
O=C(NCCCNC(=O)c1ccc(-c2cccc(Cl)c2)o1)c1cnccn1 | -1.0%
CN(CCO)c1ccc(-c2n[nH]c(=O)c3ccccc23)cc1[N+](=O)[O-] | -8.3%
COc1ccc(C(=O)Nc2nncs2)cc1S(=O)(=O)N1CCOCC1 | 8.5%
Additional compounds:
SMILES | GAA glycogen mod
O=C(CN(CCc1ccccc1)Cc1ccccc1)Oc1ccccc1P(=O)(O)O | -4.8%
COc1ccccc1NC(=O)C1CCCN(c2ncnc3c2nc2n3CCCCC2)C1 (centres undefined) | 3.9%[76.3 µM]
CC(C)c1nnc(NC(=O)CCC2CCCCC2)s1 | -12.7%[76.3 µM]
C/C(=N\NC(=O)c1ccccc1O)c1ccc(NC(=O)c2ccccc2)cc1 | 2.1%[76.3 µM]
C/C(CC(=O)Nc1cc(C)ccn1)=N\NC(=O)c1cccc(F)c1 | -13.8%
CNC[C@H](CC1CCCCC1)NC[C@H](NCCC1CCCC1)[C@H](C)O | 20.7%[76.3 µM]
COc1ccc(/C=C2/NC(=O)CNC2=O)cc1 | -3.1%
CC(NC(=O)CNC(=O)c1ccco1)c1ccc(S(N)(=O)=O)cc1 (centres undefined) | -0.9%
Cc1ccc2cccc(OCc3cccc([N+](=O)[O-])c3)c2n1 | -3.6%
O=C(Nc1ccccc1Cl)C1Cc2ccccc2O/C1=N\O (centres undefined) | 6.0%
COCCn1c(=O)[nH]c2cc(C(=O)N3CCN(c4cccc(C)c4C)CC3)ccc2c1=O | 2.1%[76.3 µM]
Cc1c(CC(=O)N2CCN(C(=O)C3COc4ccccc4O3)CC2)c(=O)oc2cc(O)c(Cl)cc12 (centres undefined) | -5.9%[76.3 µM]
COc1cc2c(cc1OC)C(C)N(C(=O)C(NC(=O)c1ccccc1)C(C)C)CC2 (centres undefined) | 3.6%
Cc1cc2nnc(SCC(=O)NCC(c3ccccc3)N(C)C)n2c2ccccc12 (centres undefined) | 2.2%[76.3 µM]
CCc1nc(SCC(=O)NC2CCCC2)c2c(=O)n(C)c(=O)n(C)c2n1 | 1.7%[76.3 µM]
COc1cccc(NC(=O)CN2CCCCCC2)c1 | 11.4%[76.3 µM]
CCCC(NC(=O)COc1cc2c(c3oc(=O)cc(C)c13)CCC(C)(C)O2)C(=O)O (centres undefined) | 2.3%
COc1ccc(NC(=O)CN2C(=O)COc3ccc(C)cc32)c(OC)c1 | 12.8%[76.3 µM]
CN1c2ccc(C=O)c3c(C=O)ccc(c23)N(C)C1(C)C | -28.3%
O=C(NCCc1ccccc1F)C1CCC(=O)N(CCCN2CCCC2=O)C1 (centres undefined) | -15.0%[76.3 µM]
CCN1CCN(C(c2cccs2)C(C)NC(=O)c2cccc(OC)c2)CC1 (centres undefined) | -3.8%[76.3 µM]
COc1cccc(CNC(=O)CC2C(=O)NCCN2CCCc2ccccc2)c1 (centres undefined) | 0.5%[76.3 µM]
Cc1ccc2nc(-c3ccncc3)cc(C(=O)Nc3ccncc3)c2c1 | 2.7%[76.3 µM]
Cc1cc(N2CCN(C)CC2)nc2ccc(NC(=O)CCC3CCCC3)cc12 | 0.8%
Cc1ccc(OCC(=O)NCCNC(=O)c2ccc(C)nc2)cc1 | -1.7%
The listing continues:
SMILES | GAA glycogen mod
O=S(=O)(NCc1nc(-c2ccccc2)no1)c1ccc(F)cc1 | 11.0%[76.3 µM]
O=C(Nc1ccc(S(=O)(=O)Nc2ncccn2)cc1)c1ccccc1 | 11.4%[76.3 µM]
O=C(Nc1nc(-c2ccc(F)cc2)cs1)c1cccc(N2C(=O)CCC2=O)c1 | 5.7%[76.3 µM]
CCc1cc2c(cc3c(=O)n(CC(=O)NCCCN4CCCCCC4)nc(CC)n32)s1 | -3.6%[76.3 µM]
COc1ccc(NC(=O)CC(C(=O)O)C(C)c2ccccc2)cc1 (centres undefined) | 9.6%[76.3 µM]
O=C1COc2cc(S(=O)(=O)CCC(=O)N3CCCCC3)c(Cl)cc2N1 | 18.7%[76.3 µM]
C#Cc1cccc(C(=O)NC2CCCN(C3Cc4ccccc4C3)C2)c1 (centres undefined) | -7.1%[76.3 µM]
CCc1ccc(S(=O)(=O)/N=C2\C=C(Nc3cccc(C(=O)O)c3)C(=O)c3ccccc32)cc1 | -8.5%
O=C(Nc1cccc(O)c1)C1CC(c2cccc(Br)c2)=NO1 (centres undefined) | 6.9%[76.3 µM]
O=S(=O)(c1ccc(F)cc1)N1CCN(c2ccc(F)cc2)CC1 | 0.2%[76.3 µM]
O=C(N[C@@H](Cc1c[nH]c2ccccc12)C(=O)O)C1CCN(S(=O)(=O)c2cccs2)CC1 | -8.2%
O=C(NC(=S)NC1CCS(=O)(=O)C1)c1cccc([N+](=O)[O-])c1 (centres undefined) | -1.3%[76.3 µM]
N#CCCNS(=O)(=O)c1ccc(C(=O)OCC2CCCCC2)cc1 | 5.3%[76.3 µM]
Cn1ccsc1=NC(=O)c1ccc(S(C)(=O)=O)cc1 | 5.9%
CC(NC(=O)c1ccc(Br)o1)C1CC2CCC1C2 (centres undefined) | -2.3%[76.3 µM]
CC(C)C[C@@H](C(=O)O)N(Cc1cccc(CN([C@@H](CC(C)C)C(=O)O)S(C)(=O)=O)c1)S(C)(=O)=O | -2.9%[76.3 µM]
Cc1ccc(C2=NS(=O)(=O)N(C)C(C(=O)NCc3ccco3)=C2)cc1 | 10.9%[76.3 µM]
Cc1ccc(Cn2c(N)nc3ccccc32)cc1 | 22.5%[76.3 µM]
NC(=O)CN1C(=O)C(=O)N(Cc2ccccc2Cl)C1=O | 10.5%
CC(=O)NCCc1nc2cc(NC(=O)c3cccc([N+](=O)[O-])c3)ccc2n1C | 2.4%
Cc1ccc(-c2nnn(CC(=O)N3C(C)CCCC3C)n2)cc1 (centres undefined) | -1.1%[76.3 µM]
Cc1cccc(C(=O)NCC(C)NC(=O)c2cccc(C)c2)c1 (centres undefined) | 0.0%[76.3 µM]
Cc1cccc(NC(=O)c2cccnc2Cl)n1 | -5.3%[76.3 µM]
O=C(COc1ccc(Cl)cc1Cl)NC(=O)c1ccccc1 | -2.7%[76.3 µM]
COc1cc(Cl)c(C)cc1NC(=O)CSc1sc2c(O)cc(=O)[nH]c2c1C#N | u

Exported with values ahead of the structure: part of the list above.
GAA glycogen mod | Molecule
-8.3% | CN(CCO)c1ccc(-c2n[nH]c(=O)c3ccccc23)cc1[N+](=O)[O-]
-0.4%[76.3 µM] | COc1ccc(NC(=O)N2CCC(C(=O)c3ccc4c(c3)OCCO4)CC2)cc1
u | COc1cc(Cl)c(C)cc1NC(=O)CSc1sc2c(O)cc(=O)[nH]c2c1C#N

Further results.
SMILES | GAA glycogen mod
CC(=O)OC(C[N+]1(C)CCCCCC1)c1ccccc1 (centres undefined) | 12.3%
Cc1ccc([N+](=O)[O-])cc1S(=O)(=O)Nc1ccc(O)c(Sc2ncn[nH]2)c1 | -1.1%[76.3 µM]
O=C(Nc1ccc(N2CCN(C(=O)c3ccccc3F)CC2)cc1)c1cncc(Br)c1 | -19.4%[76.3 µM]
Cc1ccccc1CCN(C(=O)c1csnn1)C(C(=O)NC1CCCC1)c1ccco1 (centres undefined) | -5.5%
CCc1ccc(NC(=O)N2CCN(C(=O)C3CCCO3)CC2)cc1 (centres undefined) | -7.3%[76.3 µM]
COc1ccc([C@]23Cc4cc(OC)c(OC)cc4C(O2)c2c(c4ccccc4oc2=O)O3)cc1 | -15.1%[15.3 µM]
CCOc1ccc(NC(=O)n2ncc3c(C)cccc32)cc1 | -17.9%
COc1ccc(N(C(=O)c2csnn2)C(C(=O)NC2CCCC2)c2cccs2)cc1 (centres undefined) | -1.6%
Cc1ccccc1NC(=O)Cc1nc(COC(=O)c2cc([N+](=O)[O-])ccc2N)cs1 | 0.9%[76.3 µM]
COc1cc(OC)c(NC(=O)C2CCCO2)cc1Cl (centres undefined) | 3.7%[76.3 µM]
CN(C)S(=O)(=O)c1ccc(C(=O)Nc2ccc3ncccc3c2)cc1 | -2.2%[76.3 µM]
CCCn1c(N)c(N(CCOC)C(=O)c2ccc([N+](=O)[O-])c(C)c2)c(=O)[nH]c1=O | -3.5%
CC1CCCN(S(=O)(=O)c2ccc(NC(=O)CN3CCCCC3)cc2)C1 (centres undefined) | 2.3%[76.3 µM]
COc1cc2c(cc1OC)/C(=C/C(=O)c1cccc([N+](=O)[O-])c1)NCC2 | -7.3%

Copied from the results shown, six compounds:
SMILES | GAA glycogen mod
Cc1ccccc1NC(=O)Cc1nc(COC(=O)c2cc([N+](=O)[O-])ccc2N)cs1 | 0.9%[76.3 µM]
COc1cc(OC)c(NC(=O)C2CCCO2)cc1Cl (centres undefined) | 3.7%[76.3 µM]
CN(C)S(=O)(=O)c1ccc(C(=O)Nc2ccc3ncccc3c2)cc1 | -2.2%[76.3 µM]
CCCn1c(N)c(N(CCOC)C(=O)c2ccc([N+](=O)[O-])c(C)c2)c(=O)[nH]c1=O | -3.5%
CC1CCCN(S(=O)(=O)c2ccc(NC(=O)CN3CCCCC3)cc2)C1 (centres undefined) | 2.3%[76.3 µM]
COc1cc2c(cc1OC)/C(=C/C(=O)c1cccc([N+](=O)[O-])c1)NCC2 | -7.3%

An excerpt; the hit share may differ from the screen's.
